Pf apPOL inh – Pf-apPOL inhibitors, biochemical, fluorescence. Recombinant Pf-apPOL, molecular beacon fluorescence, 1.5 h. AID 1794808, 2022. inhibition, % at 10 µM. 210,000 compounds, 0.25% hits. Plasmodium falciparum apicoplast DNA polymerase (apPOL)
mHTT CaM bind – mutant huntingtin-calmodulin interaction inhibitors – biochemical, AlphaScreen, primary screen; AlphaScreen His-mHTT/GST-CaM binding, luminescence; inhibition, % at 15 µM; 190,000 compounds, 3.6% hits;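 also: 0% = both proteins with DMSO and 100% = one protein alone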
Starred values were filed as active, the others as inactive; . = no result given; & = joins results of further samples. Rule as the data show it: active = inhibition above about 50%; inactive = the rest.

Second line of a record – Pf apPOL inh	mHTT CaM bind
O=C(c1cnn2c(C(F)(F)F)cc(-c3ccco3)nc12)N1CCCC1c1cccc(F)c1 (stereo not given)
 : -5	11
CCc1nnc(NC(=O)C2CCCC2)s1
 : -1	1
CCN(C(=O)c1noc2c1CC(C)CC2)c1cccc(C)c1 (stereo not given)
 : 0	-5
Cc1nc2nc(SCC(=O)NCc3ccc(F)cc3)nn2c(C)c1Cc1ccccc1
 : -4	17
CC(C)=CCC/C(C)=C/CN1CCCN(C)CC1
 : -8	11
CC(C)(O)CNC(=O)c1ccc(Cl)cc1
 : -2	2
CC(C)CNC(=O)c1cnc(-c2ccc(F)cc2)nc1N1CCCC1
 : -1	1
Cc1cccc(C)c1NC(=O)Cn1nc2c(cc1=O)CC(C)CC2 (stereo not given)
 : 4	-1
Cn1c(=O)[nH]c(=O)c2c1nc([N+](=O)[O-])n2Cc1ccc(F)cc1
 : 5	2
COc1ccc(/C=C(\NC(=O)c2ccccc2)c2nc3ccccc3[nH]2)cc1OC
 : 1	25

Four compounds from above, arranged by heavy-atom count, rising:
Second line of a record – Pf apPOL inh	mHTT CaM bind
CC(C)=CCC/C(C)=C/CN1CCCN(C)CC1
 : -8	11
CCN(C(=O)c1noc2c1CC(C)CC2)c1cccc(C)c1 (stereo not given)
 : 0	-5
Cn1c(=O)[nH]c(=O)c2c1nc([N+](=O)[O-])n2Cc1ccc(F)cc1
 : 5	2
Cc1cccc(C)c1NC(=O)Cn1nc2c(cc1=O)CC(C)CC2 (stereo not given)
 : 4	-1

New compounds follow
Second line of a record – Pf apPOL inh	mHTT CaM bind
O=C(c1cccnc1)N1CCC2(C1)NCc1ccccc1NC2=NCc1ccccc1 (stereo not given)
 : -14	21
C=CCOc1ccc(C(O)=C2C(=O)C(=O)N(CCCN(C)C)C2c2ccco2)cc1 (stereo not given)
 : -3	5
Cc1ccc2[nH]c(=O)c(-c3nc(-c4ccccc4)no3)c(O)c2c1
 : -6	-4
COc1ccc(C(=O)Nc2cccc(-c3cn4c(C)csc4n3)c2)c(OC)c1
 : 6	4
O=C(Nc1cccs1)Nc1ccccc1NC(=O)c1cccs1
 : 0	0
CSc1cccc(NC(=O)N2CCc3cn(C)c4cccc(c34)C2)c1
 : 0	-3
O=C(Nc1ccccc1-c1nc2ccccc2[nH]1)c1cc(Cl)ccc1[N+](=O)[O-]
 : 21	16
Cc1ccnc(N2C(=O)CSC2c2ccc(Cl)cc2)c1 (stereo not given)
 : -2	-16
COCCNC(=O)C1(C)CCC(=O)N1Cc1ccc(Cl)cc1 (stereo not given)
 : -2	9
Cc1ccc(C)c(NC(=O)c2cn3c(n2)CCCC3)c1
 : 1	-9

Copied from the listing for reference:
Second line of a record – Pf apPOL inh	mHTT CaM bind
COc1ccc(C(=O)Nc2cccc(-c3cn4c(C)csc4n3)c2)c(OC)c1
 : 6	4
O=C(Nc1cccs1)Nc1ccccc1NC(=O)c1cccs1
 : 0	0

Next entries
Second line of a record – Pf apPOL inh	mHTT CaM bind
O=C(Cc1ccccc1)Nc1ccc(N2CCN(C(=O)c3cccc(F)c3)CC2)nc1
 : 1	11
COc1ccc(C2=NC(C)(C)N(CC(=O)Nc3cccc(C)c3)C2=O)cc1
 : -3	-3
COc1cccc(N2C(=O)C(O)=C(C(C)=O)C2c2ccc([N+](=O)[O-])cc2)c1 (stereo not given)
 : -8	23
O=C(c1cccc(F)c1)N1CCN(Cc2noc3ccccc23)CC1
 : 2	-10
Fc1ccc(Cn2nnc(-c3ccc(F)cc3)n2)cc1
 : -15	-51
Cc1ccc(F)c(NC=C2C(=O)OC(C)(C)OC2=O)c1
 : 7	2
CC(=O)Nc1ccc(C(=O)NCc2cccc(Cl)c2)c(N2CCCCC2)c1
 : -5	33
Cc1ccc(NC(=O)c2csc(-c3ccc(C)n3C)n2)c(C)c1
 : 1	-5
O=c1nc2n(-c3ccc([N+](=O)[O-])cc3)c3ccc([N+](=O)[O-])cc3cc-2c(=O)[nH]1
 : 0	13
COc1ccc(-c2nc3s/c(=C\c4ccc(OCC(N)=O)cc4)c(=O)n3n2)cc1
 : 0	2

Additional structures.
Second line of a record – Pf apPOL inh	mHTT CaM bind
CC(=O)c1ccc(NS(=O)(=O)c2cccc(C(=O)Nc3cccc(C(=O)O)c3)c2)cc1
 : -3	0
COc1ccc2cc(C(=O)Nc3ccc(F)cc3)c(=N)oc2c1
 : -5	-1
O=[N+]([O-])c1ccc(NCCc2nc3ccccc3[nH]2)c(Cl)c1
 : -2	15
Cc1ccc(S(=O)(=O)CCCCS(=O)(=O)c2ccc(C)cc2)cc1
 : -4	0
CCOc1ccc(S(=O)(=O)N(CC(=O)Nc2ccc(OC)cc2)c2ccccc2)cc1
 : -16	1
O=C1CCCC2=C1C(c1ccc(O)cc1)n1nc(SCc3ccccc3)nc1N2 (stereo not given)
 : -10	1
Cc1cccc(-c2noc(C3CCN(CC(=O)Nc4ccccc4C(F)(F)F)CC3)n2)c1
 : 0	-7
CC(=O)N(C)c1ccc(N=Cc2c(C)[nH]c3ccccc23)cc1
 : -8	8
CC1CC[N+](C)(CC(O)COc2ccc(C34CC5CC(CC(C5)C3)C4)cc2)CC1 (stereo not given)
 : -1	-9
O=S(=O)(c1ccc(F)cc1)N1CCC(c2noc(-c3ccccc3)n2)CC1
 : -2	-4

Additional records.
Second line of a record – Pf apPOL inh	mHTT CaM bind
CS(=O)(=O)N(CC(=O)Nc1ccc2c(c1)OCO2)c1ccc(Cl)c(Cl)c1
 : 0	28
O=C(Nc1ccc(N2CCCC2)cc1)c1cc2ccccc2o1
 : -9	19
CCC(=O)N1CCN(c2nc3c(s2)CC(C(=O)NC2CCCCC2)CC3)CC1 (stereo not given)
 : -4	7
CCOc1ccc(-c2cc(=O)n(CCCC(=O)N3CCN(S(C)(=O)=O)CC3)cn2)cc1
 : -18	13
Cc1cc(S(=O)(=O)NCC2CCS(=O)(=O)C2)c(Cl)cc1Cl (stereo not given)
 : 0	-7
O=C(NCc1ccc(N2CCCCCC2)nc1)c1ccc(Br)o1
 : -2	-4
O=C(/C=C/c1ccc(Cl)cc1)NCCc1nc2ccccc2[nH]1
 : -1	5
C[C@H]1[C@@H]2C[C@H]([C@H]3CCCCN31)[C@H](OC(=O)Nc1cccc(Cl)c1)C2
 : -5	-2
CN(CC12CCCC1N(C)C(=O)CC2)C(=O)c1cnccn1 (stereo not given)
 : -1	-4
CC1(C)CC(=O)c2c(oc3cc(O)c(O)cc23)C1
 : -3	1

The list continues.
Second line of a record – Pf apPOL inh	mHTT CaM bind
NC(=Nc1nc2ccccc2o1)NC(=O)c1ccccc1N
 : -2&-16	-32&-20
COCCNC(=O)c1cccnc1N1CCNC(c2ccccc2)C1 (stereo not given)
 : 5	2
CCCCSc1oc(-c2ccco2)nc1S(=O)(=O)c1ccccc1
 : -2	-10
CCc1cc2c(=O)c(-c3ccc4c(c3)OCCO4)coc2cc1OC(=O)c1ccccc1OC
 : -2	14
N#CC1=C(SCc2ccccc2)NC(=O)CC1c1ccco1 (stereo not given)
 : -2	2
CCc1cccc(C)c1N(C(=O)c1ccco1)C1=NCCC(=O)S1
 : 10	.
CCOc1ccc2oc(-c3cc(Br)cc4c3OCOC4)c(N)c(=O)c2c1
 : 2	-17
O=C(Nc1ccc2nn(-c3cccc(Cl)c3)nc2c1)c1ccc([N+](=O)[O-])cc1[N+](=O)[O-]
 : -1	27
NC(=O)c1ccc(-n2nnnc2SCc2cccc(Br)c2)cc1
 : -10	0
O=[N+]([O-])c1ccc(-c2nnc(-c3ccc4c(c3)OCO4)o2)cc1
 : -2	7

The results go on.
Second line of a record – Pf apPOL inh	mHTT CaM bind
O=C(O)CCSc1nc2ccccc2n1CCOc1ccccc1
 : -7	5
COC(CN(C)S(=O)(=O)c1cc(Br)cc2c1N(C(C)=O)CC2)OC
 : -9	-2
O=C1NN(c2ccc(Cl)c(Cl)c2)C(=O)/C1=C/c1ccc(-c2ccc3c(c2)C(=O)OC3)o1
 : 3	68*
CC1=NN(c2ccc(C(=O)O)cc2)C(=O)/C1=C/c1ccc(N(C)C)cc1
 : -4	4
Cc1cc(C(=O)Nc2ccccc2)nc2ccnn12
 : -4	-11
N#CC(=Cc1ccccc1N1CCN(Cc2ccccc2)CC1)S(=O)(=O)c1ccccc1
 : -6	.
CCOC(=O)C1CCN(CC(N)=S)CC1
 : -10	-1
Cc1cccc(-n2nc3c(c2NC(=O)Cc2ccc(F)cc2)CS(=O)(=O)C3)c1C
 : -4	-2
Cc1cc(S(=O)(=O)N2CCN(C)C(c3ccccc3)C2)ccc1F (stereo not given)
 : 3	-2
COc1ccc(N=Cc2c(NCc3ccccc3)nc3c(C)cccn3c2=O)cc1
 : 0	5

Single records (already shown):
Cc1cccc(-n2nc3c(c2NC(=O)Cc2ccc(F)cc2)CS(=O)(=O)C3)c1C in the list: Pf apPOL inh: -4; mHTT CaM bind: -2
CC1=NN(c2ccc(C(=O)O)cc2)C(=O)/C1=C/c1ccc(N(C)C)cc1 in the list: Pf apPOL inh: -4; mHTT CaM bind: 4

Continued.
Second line of a record – Pf apPOL inh	mHTT CaM bind
CCC(=O)N1CCc2cc(Br)cc(S(=O)(=O)Nc3ccc4c(c3)OCO4)c21
 : -6	16
O=C(NCCN1CCOCC1)c1ccc2c(c1)ncn2-c1ccc(F)c(F)c1
 : -5	5
c1ccc2c(c1)CCN2c1nc(N2CCOCC2)c2n[nH]nc2n1
 : -3	84*
CCn1c(=O)c2c(ncn2C(C)C)n(-c2cccc(C)c2)c1=O
 : -9	7
Cc1ccc(C2CCCN2C(=O)c2ccn(C)n2)cc1 (stereo not given)
 : -5	1
Cc1nnc(-c2ccc(N3CCc4ccccc4C3)c([N+](=O)[O-])c2)o1
 : -7	45
COc1ccc(C2CCCN2C(=O)Nc2cccc(Cl)c2)cc1 (stereo not given)
 : -6	-3
CCc1cc2c(=O)c(-c3ccc4c(c3)OCCCO4)coc2cc1OC(C)C(=O)OC (stereo not given)
 : -12	-2
O=[N+]([O-])c1cc(C=Nc2ncccc2O)c(O)c([N+](=O)[O-])c1
 : -4	27
O=C(NC1CCCCC1)C1CCCN(c2ncc(-c3ccccc3)cn2)C1 (stereo not given)
 : -1	-3

Next part:
Second line of a record – Pf apPOL inh	mHTT CaM bind
O=C(NCC(=O)N1CCCc2ccccc21)c1ccc(Cl)cc1
 : 0	-6
Cc1ccc(NC(=O)c2cc(C3CC3)n3nccc3n2)c(C)c1
 : -1	-7
CCN(CC)Cc1c(O)ccc2c1OC(=Cc1cccc(C)c1)C2=O
 : -3	26
Cc1ccc(C(=O)Nc2ccc(NC(=O)C(C)C)cc2)c(Cl)c1
 : -1	-3
O=[N+]([O-])c1cccc(S(=O)(=O)Nc2cc(Cl)c(O)c(Cl)c2Cl)c1
 : -3	5
CCCCN1C(=O)/C(=c2/sc3nc(-c4ccc(OC)cc4)nn3c2=O)c2ccccc21
 : -29	-1
COc1ccc(S(=O)(=O)N2CCN(S(=O)(=O)c3ccc(C)cc3)CC2)cc1
 : 0	-4
CC(C)(C)c1cc2ncc(S(=O)(=O)c3ccc(Cl)cc3)c(N)n2n1
 : -9&-6	.
O=C1CCCc2sccc2N1
 : 0	0
CCCc1[nH]n(-c2ccc(F)cc2)c(=O)c1C=NCCCOCC
 : -3	-4

Next part:
Second line of a record – Pf apPOL inh	mHTT CaM bind
CCCOc1ccc(/C=C2/N=C(c3ccc(Cl)cc3)OC2=O)cc1OC
 : -5	10
Cc1cc(C)nc(N=C(N)Nc2ccc(Cl)cc2[N+](=O)[O-])n1
 : -3	0
CCc1cc(C2CCCN2C(=O)c2ccco2)on1 (stereo not given)
 : 1	-1
CC1CCC(CCC(C)(O)C#CCN(C)C)CC1 (stereo not given)
 : -3	12
CC(=O)N1CCN(c2nc(C)nc(C)c2Cc2ccc(Cl)cc2)CC1
 : -3	-2
COc1ccc(CNS(=O)(=O)c2ccc(F)c(C(=O)Nc3c(C)cc(C)cc3C)c2)cc1
 : -13	38
CCc1cccc(NC(=O)c2csc3c2CCCC3)c1
 : -1	-81
COc1ccc(OCc2nc3ccccc3n2CCOc2ccccc2)cc1
 : -4	31
N#Cc1ccc(Oc2ccc(C(F)(F)F)cc2N=Cc2cc(Cl)cc(Cl)c2O)cc1
 : 6	.
COc1ccccc1CNC(=O)c1cc(-c2ccccn2)nc2ccccc12
 : -8	13

Bioassay records (PubChem)
